# Bioassay records deposited in PubChem by several laboratories.
# STAT1 inh – reduces IFN-gamma driven STAT1 reporter signal; NIH 3T3 STAT1-luciferase reporter, luminescence; AID 920; actives 0.35% (n = 200,000); inhibition, % at 5.5 µM;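 active = inhibition above a set limit, the mean inhibition across all tested compounds plus 3 SD, cut at about 34% in these data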;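 also: 0% = IFN-gamma with DMSO and 100% = IFN-gamma with 300 µM nifuroxazide; values of inactives mirror those of a sister screen read the other way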
# S1P3 antagonist – S1P3 (human) receptor antagonism. actives 0.27% (n = 170,000). AID 485. CHO S1P3 NFAT-BLA reporter, FRET fluorescence, antagonist mode. Q99500. inhibition, % at 4.98 µM;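 active = inhibition above the plate cutoff, the mean inhibition of test wells on that plate plus 3 SD, cut at about 28% in these data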;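 also: cells challenged with S1P at its EC80 of 0.8 µM; blue over green emission ratio from cleaved BLA substrate after 4 h stimulation; 0% = S1P-stimulated wells and 100% = unstimulated DMSO-only wells; some compounds past the cut are filed as inactive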
# STAT3 act – increases IL-6 driven STAT3 reporter signal | U3A cells, IL-6 STAT3-luciferase reporter, luminescence; 100% = signal with IL-6 EC80 alone | activation (% of control), % at 5.6 µM | actives 0.91% (n = 190,000);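 active = activation above the screen-wide mean of compound activation plus 3 SD, cut at about 130% in these data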;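 also: 0% = background luminescence of wells with medium and substrate only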
#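 Test system: Human STAT1-deficient U3A cells with stable STAT3-luciferase reporter | Also added: Interleukin-6, 33 ng/mL | Timing: Compound pre-incubation 1 h before IL-6, then 6 h stimulation at 37 °C | Technique: Luciferase reporter luminescence | Read-out: Percent of IL-6-only median luminescence | Benchmarks: IL-6-only wells as 100% reference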
# PPARg SRC3 recr – promotes SRC-3 coactivator recruitment by human PPARgamma | AID 731 | P37231 | activation, % at 8 µM | actives 0.26% (n = 200,000) | biochemical PPARgamma/SRC-3 coactivator recruitment assay; in the data active = activation above about 23%;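 also: 0% = DMSO and 100% = reference agonist; some compounds past the cut are filed as inactive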
# Target sequence (P37231 whole entry, looked up): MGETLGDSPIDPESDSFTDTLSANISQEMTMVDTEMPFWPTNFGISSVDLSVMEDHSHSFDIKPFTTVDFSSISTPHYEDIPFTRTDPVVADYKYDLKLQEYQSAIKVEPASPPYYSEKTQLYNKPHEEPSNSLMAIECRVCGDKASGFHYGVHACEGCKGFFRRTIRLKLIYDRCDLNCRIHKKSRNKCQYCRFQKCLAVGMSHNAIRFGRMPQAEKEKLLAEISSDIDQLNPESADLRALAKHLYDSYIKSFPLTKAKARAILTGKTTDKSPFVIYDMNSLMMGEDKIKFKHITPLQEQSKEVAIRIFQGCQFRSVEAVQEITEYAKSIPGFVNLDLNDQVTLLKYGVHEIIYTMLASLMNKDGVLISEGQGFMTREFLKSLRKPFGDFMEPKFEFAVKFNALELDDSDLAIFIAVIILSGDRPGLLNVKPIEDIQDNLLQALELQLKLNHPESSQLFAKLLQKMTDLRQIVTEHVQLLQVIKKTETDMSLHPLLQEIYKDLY
# ROMK primary – modulates human ROMK potassium channel activity | P48048 | Tet-inducible ROMK, thallium flux fluorescence; actives lie on both sides | B-score at 10 µM | actives 2% (n = 130,000) | AID 1918;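 active = signal ratio slope over the read window, or its plate-corrected B-score, at least 3 SD from the plate mean, either direction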;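 also: B-score of the F/F0 ratio slope over 7 to 12 s after thallium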
# Target sequence (P48048 whole entry, looked up): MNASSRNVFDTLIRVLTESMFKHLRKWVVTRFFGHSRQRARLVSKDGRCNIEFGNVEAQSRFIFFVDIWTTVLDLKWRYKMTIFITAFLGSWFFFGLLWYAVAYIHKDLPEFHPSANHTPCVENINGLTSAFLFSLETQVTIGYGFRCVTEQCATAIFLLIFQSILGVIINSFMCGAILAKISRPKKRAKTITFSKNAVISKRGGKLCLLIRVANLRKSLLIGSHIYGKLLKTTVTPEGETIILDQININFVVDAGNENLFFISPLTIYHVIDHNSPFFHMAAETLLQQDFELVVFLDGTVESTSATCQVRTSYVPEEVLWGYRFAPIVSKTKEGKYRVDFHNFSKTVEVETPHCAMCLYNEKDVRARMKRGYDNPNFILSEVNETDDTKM
# RAM network inh – inhibitors of the yeast RAM network; S. cerevisiae dse1pr::URA3 reporter, 5-FOA growth OD615, 2 d; analog-sensitive cbk1-as2 kinase mutant strain; inhibition, % at 50 µM; actives 1.8% (n = 190,000); AID 868;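 active = inhibition above a set limit, 3 SD over mean compound inhibition, cut at about 8.4% in these data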;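 also: 0% = DMSO-only wells with no growth and 100% = 10 µM 1-NA-PP1 full growth; inhibition rescues growth on 5-FOA so higher OD means more RAM inhibition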
# PPARg SRC-1 ag – promotes SRC-1 coactivator recruitment by human PPARgamma; actives 0.41% (n = 200,000); P37231; activation, % at 8 µM; PPARgamma-SRC-1 coactivator recruitment biochemical assay; in the data active = activation above about 19%;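 also: 0% = DMSO and 100% = reference agonist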
# PPARg SRC2 recr – PPARgamma-driven SRC-2 recruitment agonism | P37231 | activation, % at 8 µM | actives 0.34% (n = 200,000) | PPARgamma LBD-SRC-2 recruitment, biochemical | AID 1032; in the data active = activation above about 22%;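 also: 0% = vehicle and 100% = reference agonist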
# STAT3 inh – STAT3 signaling inhibition. U3A cells, IL-6 STAT3-luciferase reporter, luminescence; host cell line lacks STAT1. inhibition, % at 5.5 µM. actives 0.89% (n = 190,000);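 active = inhibition above the mean inhibition across all screened compounds plus 3 SD, cut at about 44% in these data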;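 also: 0% = DMSO only wells and 100% = 100 µM nifuroxazide control wells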
# SRC2 TRFRET art – counter-screen for PPARgamma SRC-2 recruitment agonists: TR-FRET artefact. hits give high values. TR-FRET ratio at 8 µM. actives 0.4% (n = 200,000). AID 1049; in the data active = TR-FRET ratio above about 2000; also: inactives centre near 1500
# TLR4 MyD88 comp – TLR4-MyD88 interaction inhibition in cells; actives 0.18% (n = 200,000); HeLa CL3-4 TLR4/MyD88 BLA complementation, FRET ratio; O00206+Q99836; inhibition, % at 8.4 µM; in the data active = inhibition above about 25%;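 also: 0% = vehicle and 100% = reference inhibitor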
# Numbers without * were called inactive; . = not tested or not shown. Outcome played no part in choosing rows (roughly 5.6% active in at least one column).
compound,ROMK primary,STAT3 inh,PPARg SRC-1 ag,STAT1 inh,PPARg SRC2 recr,S1P3 antagonist,TLR4 MyD88 comp,STAT3 act,PPARg SRC3 recr,RAM network inh,SRC2 TRFRET art
CCCOc1ccc(N2C(=O)CC(NCCc3ccc(S(N)(=O)=O)cc3)C2=O)cc1 (stereo unspecified),-0.18,4,3,-6,0,.,6,102,-6,1.8,1463
COc1ccc(C(=O)NCS(=O)(=O)c2ccc(C)cc2)cc1,.,7,-7,1,-4,.,6,98,-6,1.1,1347
CNC(=O)NC(=O)COC(=O)c1ccc(-n2c(C)ccc2C)cc1,.,-11,0,4,-1,-7,-11,105,-4,1.7,1461
COc1ccc(S(=O)(=O)Nc2nc3ccccc3s2)cc1,0.014,1,-1,-1,-3,.,-3,100,-2,1.5,1384
COc1cc2c(cc1OC)C1=C(C#N)CN(C3CCCCC3)CN1CC2,.,-7,11,-1,8,9,-4,114,4,0.4,1716
NC(=O)C[n+]1ccc(/C=N/O)cc1,0.32,-3,-10,4,1,-5,-5,108,2,1.6,1573
C=CCNCCOCCOc1ccc(C)cc1[N+](=O)[O-],.,17,-4,9,7,.,15,95,-3,2.2,1654
Cc1cccc(C)c1Nc1nnc(SCC(=O)Nc2ncc(C(F)(F)F)cc2Cl)s1,-1,-14,1,-3,6,-9,0,110,0,3.2,1739
CCCSc1nc(C)cc(C)c1C(N)=O,.,-4,-2,-1,-6,.,-2,105,1,0.4,1412
COc1ccc(CC(=O)Nc2cc(C)on2)cc1,.,-1,-1,-2,-5,23,-3,104,-2,-0.5,1484
CCOC(=O)N1CCN(CC(=O)N2c3ccccc3CCc3ccccc32)CC1,0.27,9,-3,3,-3,-17,-2,95,3,0.4,1622
COc1ccc(C(=O)CCN2CCCCCC2)cc1,0.16,3,-2,10,11,.,1,101,-14,-1.5,1517
CCOc1ccc2cc(/C=C/C(=O)c3ccco3)c(Cl)nc2c1,-3.5,-1,7,-4,5,.,36*,101,10,2.3,1695
O=C(COc1ccc2ccccc2c1)NC1CC1,0.92,10,3,-13,5,.,-5,96,-1,0.0,1545
CCOc1ccc(S(=O)(=O)N2CCN(Cc3ccccc3)CC2)c2cccnc12,-1.8,4,-4,6,0,10,14,101,3,0.4,1621
Cc1cc(C)n(CC2CC(=O)N(c3ccc(F)c(Cl)c3)C2=O)n1 (stereo unspecified),0.53,4,-2,-5,-4,.,-1,99,10,-0.1,1351
CNCc1sccc1C,-1.1,14,0,-7,-5,3,-13,97,-2,0.4,1418
O=C(COC(=O)CNC(=O)c1cccs1)Nc1ccccc1C(F)(F)F,-0.39,-6,3,-1,3,-16,1,111,-2,0.2,1795
Cn1c(CCC(=O)Nc2ccc(N3CCOCC3)cc2)nc(=O)c2ccccc21,.,7,-4,4,-1,-14,7,100,-2,2.3,1377
COc1cc(NC2c3ccccc3C(=O)N2c2ccc(C)cn2)cc(OC)c1OC (stereo unspecified),.,-5,-5,-27,3,9,-8,109,-4,0.6,1400
Cc1ccc(S(=O)(=O)N2CCN(C(=O)CC(C)(C)C)CC2)cc1,-1,1,-4,6,2,-10,0,106,6,1.4,1396
O=C(NN=C1CCCCC1)c1cc(-c2ccccc2)n[nH]1,.,2,-2,-8,-6,0,-2,98,2,0.6,1487
CCc1nnc(NC(=O)CCC(=O)N2CCN(c3ccccn3)CC2)s1,.,-2,-4,2,1,.,-19,106,7,2.2,1395
CCOC(=O)c1c(NS(=O)(=O)c2cccc(OC)c2)sc2c1CCC2,-0.31,4,2,5,11,-25,7,100,4,2.6,1481
Cc1cc(Cl)c(S(=O)(=O)Nc2ccc(Cl)cn2)cc1OCC(N)=O,0.53,1,2,2,8,.,0,102,8,3.1,1433

# (next part)
compound,ROMK primary,STAT3 inh,PPARg SRC-1 ag,STAT1 inh,PPARg SRC2 recr,S1P3 antagonist,TLR4 MyD88 comp,STAT3 act,PPARg SRC3 recr,RAM network inh,SRC2 TRFRET art
Cn1cc(S(=O)(=O)Nc2ccc(F)cc2F)c(=O)n(C)c1=O,.,7,6,13,0,-18,-15,102,-4,0.2,1798
Cc1nc(C)c(C(=O)NCCC(c2ccccc2)c2ccccc2)o1,1.4,27,2,23,6,-20,-9,81,5,1.0,1557
CCOC(=O)N1CCC(NC(=O)c2cc(C)c3c(C)nn(-c4ccccc4)c3n2)CC1,.,9,0,2,-3,5,-18,96,-5,2.5,1356
c1ccc2c(c1)CC1(CCCCC1)n1nnnc1-2,-1.5,11,1,15,11,.,-8,93,2,0.2,1632
CC(C)NCC(O)COc1c(F)cc(Br)cc1F (stereo unspecified),-0.044,-2,4,-4,0,-19,-7,104,-2,-0.1,1468
COc1ccc(C(=O)CSc2nnc3ccccn23)cc1OC,0.049,-8,-4,-6,-7,10,-6,115,-1,0.6,1499
O=C(c1cc(F)c(F)cc1Cl)N1CCN(c2ccc([N+](=O)[O-])c3ncccc23)CC1,-1.6,-6,-1,-3,-2,-6,-4,103,-7,0.4,1562
O=C(NC12CC3CC(CC(C3)C1)C2)C1=COCCO1,-0.4,3,-5,-10,0,-14,-3,102,-6,0.2,1351
CCCCOc1ccc(N(CC(=O)NC(C)C)C(=O)CCC(=O)Nc2ccccn2)cc1,.,1,6,-5,6,3,-6,101,2,0.7,1693
CCCCCCc1cc2cc(C(=O)Nc3ccccc3)c(=O)oc2cc1O,1,-8,-4,0,-12,3,-1,105,-4,-0.7,1453
O=C(c1cc(-c2ccncc2)nc2ccccc12)N1CCN(c2ccc(N3CCOCC3)nn2)CC1,.,-10,-3,-2,-6,.,7,114,-14,-0.3,1388
CN(c1ccc(OCC(=O)Nc2nc3ccccc3s2)cc1)S(=O)(=O)c1ccccc1,.,12,2,3,9,9,-1,94,3,2.2,1620
COc1cccc(NC(=O)CN(c2cccc(C(F)(F)F)c2)S(C)(=O)=O)c1,.,-2,4,4,9,2,5,108,4,2.1,1634
CC(C)CN(CC(C)C)c1ccc(/C=N/n2cnnc2)cc1[N+](=O)[O-],0.71,0,0,-2,0,-15,14,104,-1,-1.4,1555
Cc1ccnc(N2CCN(c3cc(C)c(C#N)c4nc5ccccc5n34)CC2)c1,0.41,1,4,4,6,.,-11,102,3,.,1502
O=S(=O)(Nc1cccc2c1CCCC2)c1cccc(C(F)(F)F)c1,.,0,1,10,-10,3,3,100,2,3.6,1544
O=C1C2C3CCCC3=C3CCCC3C2C(=O)N1c1ccccc1 (stereo unspecified),-2.3,-9,2,3,-8,-38,1,110,-7,-0.1,1410
C=CCn1c(SCC(=O)NCCOC)nnc1-c1cc2c(s1)CCC(CC)C2 (stereo unspecified),.,4,7,0,-4,-5,2,102,-2,0.3,1557
COc1ccc(C(=O)OCC(=O)c2ccc(C3CCCCC3)cc2)cc1,.,39,-5,4,6,.,-6,70,-2,11*,1563
Nc1nc(-c2ccc(Cl)cc2)nn1C(=O)c1cccnc1,.,-16,5,-2,3,-40,-7,116,6,3.0,1435
Cc1noc(C)c1COc1cccc(C(=O)Nc2ccccc2N2CCOCC2)c1,-0.77,18,4,1,2,-13,-9,86,3,4.1,1396
COc1cc2c(cc1NC(=O)CSc1nc3ccc(C)cc3[nH]1)oc1ccccc12,-0.3,6,2,1,-9,8,14,97,11,1.9,1505
Cc1ccc2c(c1)NC(=O)C(CC(=O)O)O2 (stereo unspecified),.,15,-7,-3,-1,6,3,92,4,-0.2,1515
CN(C)S(=O)(=O)c1ccc(NC(=O)C2CC3C=CC2C3)cc1 (stereo unspecified),.,-2,12,3,4,-9,-6,97,-2,1.0,1651
CC(C)Cc1nnc(NC(=O)CSc2ccccn2)s1,-0.037,2,2,-4,5,.,1,98,7,-0.3,1611

# Next part:
compound,ROMK primary,STAT3 inh,PPARg SRC-1 ag,STAT1 inh,PPARg SRC2 recr,S1P3 antagonist,TLR4 MyD88 comp,STAT3 act,PPARg SRC3 recr,RAM network inh,SRC2 TRFRET art
COc1ccc(C2C(C#N)=C(N)N(c3cccnc3)C3=C2C(=O)CC(C)(C)C3)cc1OC (stereo unspecified),0.25,20,0,6,4,6,-3,85,-2,-1.3,1434
Cn1cc(S(=O)(=O)Nc2ccc3c(c2)OCCO3)cn1,0.35,21,4,5,4,8,6,90,-2,0.6,1592
S=C(Nc1ccccc1Cl)Nc1ccc(Cl)cc1Cl,.,16,-13,7,1,.,12,96,-4,0.5,1328
CCN(CC)C(C)C(=O)Nc1c2c(cc3c1CCC3)CCC2 (stereo unspecified),0.017,-2,10,5,6,1,-8,100,3,0.7,1480
CC1=C(C(=O)NC(C)c2ccc3c(c2)OCCO3)C2(CCC(C)CC2)OC1=O (stereo unspecified),.,4,7,9,9,-32,-1,101,12,0.1,1698
CCOC(=O)NC(=O)/C(N=Nc1cc(C)cc(C)c1)=C(\C)O,-0.016,-2,9,-13,3,-6,-10,109,3,6.9,1443
O=C(c1ccco1)N1CCN(C(c2ccccc2Cl)c2nnnn2Cc2ccco2)CC1 (stereo unspecified),.,-4,-2,1,14,21,0,107,8,1.2,1677
O=C(CN1CCOCC1)Nc1ccc2c(c1)OC(F)(F)O2,0.17,4,6,-3,14,18,7,100,3,0.7,1525
CC(=O)N1CCC2(CC1)CC(=O)c1cc(OCC(=O)NCc3ccc(C)cc3)ccc1O2,0.33,12,2,-3,5,-40,1,93,18,-0.4,1475
COc1ccc(C(C)=O)cc1COC(=O)C(CO)NS(=O)(=O)c1ccc(Br)cc1 (stereo unspecified),-1.3,4,3,7,5,-18,-2,98,5,-0.4,1611
Cc1cc(NCCN2CCCCC2)n2c(nc3ccccc32)c1C#N,.,5,-6,-12,3,-17,-3,99,-2,2.6,1572
COc1ccc2oc(C)c(C(=O)c3ccc([N+](=O)[O-])cc3)c2c1,.,12,4,8,9,2,7,91,7,8.2,1739
CCCOc1ccc(-c2nnn(CC(=O)c3c[nH]c4ccccc34)n2)cc1,1.1,11,10,-4,10,.,11,89,0,2.8,1521
O=c1cc(-c2cccc(F)c2)[nH]c2ccccc12,3.7,-43,6,-9,3,16,11,133*,1,1.2,1489
Cc1cc(C)nc(/N=C(/NC(=O)Nc2ccc(Cl)c(Cl)c2)Nc2ccccc2)n1,.,-6,-4,-2,2,10,-18,101,4,0.0,1269
CCn1cnc2sc(C(=O)N(Cc3ccc(N(C)C)cc3)Cc3ccco3)c(C)c2c1=O,-0.53,8,4,-5,6,-10,1,97,0,0.1,1659
